Screening results from PubChem BioAssay.
Luc counter – Counterscreen for Luciferase (Kinase-Glo TM) Inhibition; Luciferin 4-monooxygenase (Photuris pensylvanica), Q27757; Kinase-Glo luciferase, ATP luminescence, 8 min; Potency, µM (top dose mostly 38.3 µM), without a hit: at the highest dose activity change, negative = inhibition, most hits filed as inhibitors; 0.28% of 200,000 active; note: potency is the fitted concentration of half-maximal effect; % is set by controls: 0 for no effect and ±100 for the full control effect; nearly all actives have a fitted effect of over 60% in size
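Kinase-Glo luciferase light output from ATP and luciferin was measured with 10 uM ATP, within the enzyme's linear range. Buffer: 50 mM imidazole pH 7.2, 50 mM KCl, 7 mM MgCl2, 0.01% Tween 20, 0.05% BSA; luminescence read after 8 min at ambient temperature.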
L3MBTL1 block – qHTS Assay for the Inhibitors of L3MBTL1. AID 485360, 2010. Potency, µM (series often up to 57.1 µM), for the others: at the highest dose activity, negative = inhibition, most hits filed as inhibitors. 0.66% of 230,000 active. AlphaScreen L3MBTL1–H3K9me1 peptide binding. Lethal(3)malignant brain tumor-like protein 1 (Homo sapiens), Q9Y468; note: potency is the fitted concentration of half-maximal effect; % is set by controls: 0 for no effect and ±100 for the full control effect; nearly all actives have a fitted effect of over 60% in size
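L3MBTL1 (50 nM) pre-complexed 30 min with biotinylated H3(1-15)K9me1 peptide (75 nM), then compounds added for 30 min at room temperature; AlphaScreen streptavidin donor/nickel chelate acceptor beads (10 ug/mL final) read after 30 min dark incubation.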
CBFb RUNX1 block – qHTS Assay for Compounds Blocking the Interaction Between CBF-beta and RUNX1 for the Treatment of Acute Myeloid Leukemia | Runt-related transcription factor 1 (Homo sapiens) + Core-binding factor subunit beta … | AlphaScreen CBFb-His/RUNX1-biotin binding, biochemical | Potency, µM (doses to about 59.8 µM), for the others: top-dose activity, negative = inhibition, usual class: inhibitors | 230,000 tested, under 10 active; note: % of control where 0% means no effect
Target sequence (Q01196 whole entry, looked up): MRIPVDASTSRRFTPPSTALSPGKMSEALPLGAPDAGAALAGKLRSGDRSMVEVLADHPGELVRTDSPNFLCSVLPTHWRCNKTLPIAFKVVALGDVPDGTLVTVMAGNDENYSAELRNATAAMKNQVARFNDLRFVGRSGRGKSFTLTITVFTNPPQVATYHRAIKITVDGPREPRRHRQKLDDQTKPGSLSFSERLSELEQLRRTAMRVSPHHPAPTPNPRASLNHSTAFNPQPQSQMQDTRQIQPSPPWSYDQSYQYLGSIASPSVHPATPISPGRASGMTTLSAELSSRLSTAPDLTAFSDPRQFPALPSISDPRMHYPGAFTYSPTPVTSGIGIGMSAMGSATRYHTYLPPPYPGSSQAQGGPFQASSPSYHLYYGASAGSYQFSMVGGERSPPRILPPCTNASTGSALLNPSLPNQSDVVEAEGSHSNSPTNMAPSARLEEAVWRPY
Target sequence (Q13951 whole entry, looked up): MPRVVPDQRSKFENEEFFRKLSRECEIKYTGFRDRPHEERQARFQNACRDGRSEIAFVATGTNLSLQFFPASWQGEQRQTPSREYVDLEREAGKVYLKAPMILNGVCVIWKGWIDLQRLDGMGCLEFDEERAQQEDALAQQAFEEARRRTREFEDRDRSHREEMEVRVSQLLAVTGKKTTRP
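Bead-based AlphaScreen assay; binding partners His-tagged CBF-beta and biotinylated RUNX1 at 30 nM each. Compound exposure 15 min after a 20-min protein preincubation; bead step 90 min; all steps at room temperature.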
Epigenetic derep – Quantitative High-Throughput Screen for Regulators of Epigenetic Control | murine LDR cells, GFP reporter derepression, 30 h | Potency, µM (doses to about 53.9 µM), without a hit: at the top dose GFP activation, hits mostly activators | 0.2% of 280,000 active | AID 1865, 2009; note: potency is the fitted concentration of half-maximal effect; % of control where 0% means no effect; nearly all actives have a fitted effect of over 60% in size
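Derepression of a silenced CMV-GFP reporter in murine LDR cells is scored by enumerating GFP-positive cells with a laser-scanning microplate cytometer after 30 hours of treatment at 37 C.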
HttQ103 aggreg – qHTS Multiplex Assay to Identify Dual Action Probes in a Cell Model of Huntington: Aggregate Formation (GFP); PC12 HttQ103-GFP aggregates, Acumen cytometry, 40 h; Potency, µM (series often up to 46.1 µM), for inactives: top-dose activity change, negative = inhibition, actives largely listed as inhibitors; 1.1% of 220,000 active; note: potency is the fitted concentration of half-maximal effect; % is set by controls: 0 for no effect and ±100 for the full control effect; nearly all actives have a fitted effect of over 60% in size
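PC12/HTTQ103-GFP, ecdysone-inducible; teb 100 nM; cpd qHTS titration; GFP aggregates read on laser cytometer, Ex 488/Em 500-530 nm.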
NPSR antag – qHTS Assay for Antagonists of the Neuropeptide S Receptor: cAMP Signal Transduction. Q6W5P4. CHO-NPSR cells, cAMP TR-FRET, antagonist mode. Potency, µM (top dose mostly 38.3 µM), for the others: top-dose activity change, negative = inhibition, hits mostly inhibitors. 1% of 220,000 active. AID 1461, 2008; note: potency is the fitted concentration of half-maximal effect; % is set by controls: 0 for no effect and ±100 for the full control effect; nearly all actives have a fitted effect of over 50% in size; many of its hits are not listed in these tables
Target sequence (Q6W5P4 whole entry, looked up): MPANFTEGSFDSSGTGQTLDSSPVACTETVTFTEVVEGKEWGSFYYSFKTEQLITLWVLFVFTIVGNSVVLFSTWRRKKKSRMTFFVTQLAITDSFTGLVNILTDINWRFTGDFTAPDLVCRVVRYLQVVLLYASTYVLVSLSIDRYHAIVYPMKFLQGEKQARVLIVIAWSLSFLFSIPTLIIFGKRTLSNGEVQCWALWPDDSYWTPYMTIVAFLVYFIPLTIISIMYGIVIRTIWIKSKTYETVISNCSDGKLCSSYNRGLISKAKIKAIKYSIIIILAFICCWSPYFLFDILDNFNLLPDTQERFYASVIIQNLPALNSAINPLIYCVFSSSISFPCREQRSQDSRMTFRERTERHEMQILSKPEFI
IMPase Li cell – qHTS Assay for Identifying the Cell-Membrane Permeable IMPase Inhibitors: Potentiation with Lithium; CHO-M1 cells, IP1 TR-FRET (IP-One), carbachol + lithium; AID 1457, 2008; Potency, µM (titrated, usually from 59.4 µM), inactives show at the top dose activity, negative = IMPase inhibition, hits mostly inhibitors; 0.35% of 210,000 active;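 note: IP1 builds up when IMPase is blocked and the TR-FRET signal falls; potency is the fitted concentration of half-maximal effect; plate controls were basal vehicle for no effect and high inhibitor control for full effect; nearly all actives have a fitted effect of over 50% in size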
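CHO cells stably expressing M1 receptor (2000/well) were cultured 16–30 h, then exposed to compounds with a small lithium addition for 30 min at 37C. IP1 was measured by TR-FRET competition; AC50 from Hill fits.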
Starred values were filed as active, the others as inactive; ? = inconclusive; . = no result given; [ ] = remark or other dose. Calls come from the whole dose curve; as a rule, active = well fitted curve in the direction sought with a large enough effect; inconclusive = small, poorly fitted or top-dose-only effect, or another doubt; inactive = no such curve, though single readings can be large; an effect the other way counts as inactive or inconclusive. These rows are one share of the data; count on the stated rates, not on these rows.

SMILES | Luc counter | L3MBTL1 block | CBFb RUNX1 block | Epigenetic derep | HttQ103 aggreg | NPSR antag | IMPase Li cell
CCC(=O)N(NC1=NS(=O)(=O)c2ccccc21)S(=O)(=O)c1ccc(C)cc1 | 3% | 44%[activator] | -7% | -1.8% | -2%[9.22 µM] | -14% | 5%
COc1ccc(-c2nc3ccccc3c(=O)n2N)cc1 | 4% | 3% | 1% | -1.2% | 3% | -7%[46.1 µM] | -12%[38.3 µM]
COc1cc(S(=O)(=O)Nc2ccc(C(=O)NCC(=O)O)cc2)ccc1NC(C)=O | 4% | 1% | 5% | -2.2% | -14% | 8% | 5%
C/C(=N\Nc1nc(-c2ccccc2)cs1)c1cccs1 | -16% | -22% | 7% | -1.3% | 11% | 2% | 10%
Cc1cccc(N2CCN(C(=S)Nc3ccc4nc(N5CCN(C)CC5)cc(C)c4c3)CC2C)c1 (configuration not stated) | -2% | . | 1% | 4.5% | 25% | -42% | -5%
ONC=Nc1cccc2nonc12 | . | 1% | 5% | -5.3% | 4% | -8%[46.1 µM] | .
CN1CCc2c(sc3c2c(=O)n(-c2ccccc2)c2n[nH]c(=S)n32)C1 | 0% | 2% | -8% | 3.7% | -11% | -12%[46.1 µM] | 4%
COC(=O)c1ccc(-n2cc(-c3ccc(OC)cc3)[nH]c2=S)cc1 | -2% | 1% | -10% | -2.0% | 10% | -11% | -6%
CCOc1ccc(/C=C(\C#N)C(=O)NCC2CCCO2)cc1OCC (configuration not stated) | 1% | 3% | 0% | 0.0% | 4% | 4% | -4%
CC(C)(C)C(=O)/C=C1\NC(=O)CS1 | -1% | . | 5% | 1.1% | 1% | 8% | -4%
Cc1ccccc1CNC(=O)c1ccccc1C | -6% | . | 3% | 0.0% | -5% | -8%[46.1 µM] | 9%[38.3 µM]
COc1cccc(CNC(=O)CCC2CCCN(Cc3ccc(OC(F)F)cc3)C2)c1 (configuration not stated) | -2% | 1% | 5% | -2.4% | 20%[9.22 µM] | -2% | 23%
c1ccc(-n2ncc(-c3nn[nH]n3)n2)cc1 | . | 8% | 4% | -8.6% | 3% | -8%[46.1 µM] | .
Cc1ccccc1NCc1ccccc1O | . | -3% | -12% | -1.0% | ? | -2%[46.1 µM] | .
CC1=NN(C(=O)c2ccc(Cn3cc([N+](=O)[O-])cn3)cc2)C(O)(C(F)(F)F)C1 (configuration not stated) | -1% | 8% | -10% | -0.9% | ? | -4% | 5%
CCOC(=O)c1c(C)[nH]c(C)c1C(=O)CSc1nc(N)cc(N)n1 | 2% | -10% | 4% | -1.1% | 25% | -9%[46.1 µM] | 2%[38.3 µM]
CN1C(=O)c2ccc(C(=O)NCc3ccccc3)cc2C1=O | 4% | -8% | 11% | 1.5% | 4% | -2%[46.1 µM] | 51%[activator][38.3 µM]
CCOC(=O)Cc1csc(N/C(=N/S(=O)(=O)c2cc(Br)ccc2OCC)c2ccccc2)n1 | 2% | -8% | -7% | -1.0% | -7% | -28% | 6%
O=c1[nH]c(=O)n(Cc2ccco2)c2c1C(C(F)(F)F)(C(F)(F)F)N=C(C1CCCCC1)N2 | 1% | 0% | 7% | -2.2% | 5% | -4%[46.1 µM] | -4%
Cc1cccc(N(CC(=O)NCc2ccco2)C(=O)CCC(=O)Nc2nccs2)c1 | 2% | 2% | -4% | -1.1% | 6%[9.22 µM] | 7% | 7%
CC1CCN(S(=O)(=O)N2CCC(C(=O)N3CCC(N(C)CC4CCCO4)CC3)CC2)CC1 (configuration not stated) | 0% | 2% | -1% | 0.8% | 8% | 0%[46.1 µM] | 17%[38.3 µM]
Cc1ccc(CN(C(=O)Cc2cccs2)C(C(=O)NC2CCCC2)c2ccncc2)cc1 (configuration not stated) | -5% | 1% | 6% | 4.0% | 26% | 7% | 4%
CCc1ccc(S(=O)(=O)c2ccc(-n3nc(C)cc3N)cc2)cc1 | 3% | -3% | 6% | 0.9% | -17% | -4% | 14%
Cc1cc(C)nc(SCc2cc(=O)c(OC(=O)c3ccc(S(=O)(=O)N(C)C)cc3)co2)n1 | 0% | 26% | -4% | 0.0% | 2% | -12%[46.1 µM] | -3%
Cc1cc2nc(C(F)(F)F)cc(-c3cccs3)n2n1 | -1% | 38%[activator] | ? | -3.5% | 5% | -13% | 7%

Continuation:
SMILES | Luc counter | L3MBTL1 block | CBFb RUNX1 block | Epigenetic derep | HttQ103 aggreg | NPSR antag | IMPase Li cell
CC1(C)Cc2c(sc3ncnc(N)c23)CO1 | 4% | . | 7% | 0.0% | -15% | -12%[46.1 µM] | 19%[38.3 µM]
CN1CCN(C(=O)C23CCC(C)(C(=O)C2Br)C3(C)C)CC1 (configuration not stated) | . | 8% | 3% | 1.2% | 14%[9.22 µM] | 53% | .
COc1cc(NC(=O)CSCC(=O)Nc2cc(OC)cc(OC)c2)cc(OC)c1 | . | . | 14% | 0.0% | -34%[9.22 µM] | 10% | .
O=C(/C=C(/c1ccc(Cl)cc1)n1cncn1)c1ccccc1 | 6% | -7% | -5% | -1.0% | 8% | 5% | -12%
CC(C)COc1ccc(/C(O)=C2/C(=O)C(=O)N(CCN(C)C)C2c2ccncc2)cc1 (configuration not stated) | -1% | 13% | 4% | -4.3% | -13% | 3%[46.1 µM] | -7%[38.3 µM]
Cc1ccc(S(=O)(=O)Nc2ccc(NC(=O)CN3CCCCC3)cc2)cc1 | 0% | . | 8% | 3.4% | 2% | -8%[46.1 µM] | 30%[38.3 µM]
CCOC(=O)c1c(NC(=O)COc2cccc3c2CCN(C)C3=O)sc2c1CCC2 | 2% | -5% | 3% | 1.1% | ? | -56% | 22%
CO/N=C/c1c(-c2ccc(Cl)cc2)nc2cc(C)ccn12 | 1% | 30% | 25% | 0.8% | -24% | -52% | 6%
Cc1ccc2nc(Nc3ccccc3O)nc(-c3ccccc3)c2c1 | -1% | -7% | -14% | 0.8% | 10% | -24%[46.1 µM] | 10%[38.3 µM]
CCOC(=O)C1C(=O)NC(c2ccccc2)=NC1c1ccc(OC)cc1 (configuration not stated) | -4% | -5% | -2% | -1.1% | -6% | 7% | 18%
CC1=Nc2ccccc2/C1=C/c1nc(-c2ccc(C)s2)oc1O | -4% | -2% | -17% | 0.0% | 28% | -22% | 8%
O=C(Nc1ccc(N2C(=O)c3cccc4cccc(c34)C2=O)cc1)c1ccc(N2CCCCC2)c([N+](=O)[O-])c1 | -1% | 5% | 3% | 0.0% | -3% | 13% | -1%
NC(=O)C1CCN(C(=S)NCc2ccc3c(c2)OCO3)CC1 | 0% | 3% | 7% | 0.4% | 23% | -3% | 7%
NS(=O)(=O)c1ccc(CCNC(=O)CSc2nc3ccccc3c(=O)n2CCC(=O)N2CCCCC2)cc1 | -5% | . | -14% | -0.9% | -1% | 6% | 0%
O=C(NCCCN1CCCC1=O)c1cncc(Br)c1 | 2% | -3% | 24% | -2.0% | ? | 1%[46.1 µM] | 7%[38.3 µM]
COc1ccc(OCC(=O)OC2CCCN(C)C2)cc1 (configuration not stated) | . | 8% | 1% | -0.4% | 8%[9.22 µM] | -24% | .
Cc1ccc(NC(=S)NC(=O)c2ccccc2)cc1NC(=S)NC(=O)c1ccccc1 | . | -6% | -16% | ? | -7%[9.22 µM] | ? | .
O=C(Nc1ccc(Cl)cc1)N1CCN(Cc2ccc3c(c2)OCO3)CC1 | . | . | 10% | 0.0% | 7%[9.22 µM] | -21% | .
COc1ccc(N2CCN(c3cc(=O)n(Cc4ccc(F)cc4)c(=O)[nH]3)CC2)cc1 | 2% | -16% | -7% | 0.0% | -17% | -10%[46.1 µM] | 9%[38.3 µM]
CS(=O)(=O)Nc1ccc(C(=O)NCCSCc2c(F)cccc2Cl)cc1 | . | -5% | -2% | -1.2% | -1%[9.22 µM] | 28% | 3%
COc1ccc(CC(=O)NCc2nnc(SCC(=O)Nc3ccc(OC)cc3)n2C)cc1 | 3% | -1% | 4% | -0.7% | 7% | 9% | 6%
CCN(CC)c1ccc(C(=O)NC(=S)Nc2cc(S(=O)(=O)N3CCOCC3)ccc2-n2cncn2)cc1 | -1% | 10% | 4% | 2.1% | 6% | -19% | -23%
O=C(O)c1cc(-n2cccc2)ccc1N1CCOCC1 | . | -16% | 3% | 0.0% | -13%[9.22 µM] | 2% | .

Complete entries from above. Order of screens: Luc counter, L3MBTL1 block, CBFb RUNX1 block, Epigenetic derep, HttQ103 aggreg, NPSR antag, IMPase Li cell
`CN1CCN(C(=O)C23CCC(C)(C(=O)C2Br)C3(C)C)CC1` (configuration not stated) as listed: ., 8%, 3%, 1.2%, 14%[9.22 µM], 53%, .
`CCN(CC)c1ccc(C(=O)NC(=S)Nc2cc(S(=O)(=O)N3CCOCC3)ccc2-n2cncn2)cc1` as listed: -1%, 10%, 4%, 2.1%, 6%, -19%, -23%
`O=C(Nc1ccc(Cl)cc1)N1CCN(Cc2ccc3c(c2)OCO3)CC1` as listed: ., ., 10%, 0.0%, 7%[9.22 µM], -21%, .
`COc1ccc(CC(=O)NCc2nnc(SCC(=O)Nc3ccc(OC)cc3)n2C)cc1` as listed: 3%, -1%, 4%, -0.7%, 7%, 9%, 6%

Copied from the list:
COc1cc(NC(=O)CSCC(=O)Nc2cc(OC)cc(OC)c2)cc(OC)c1 – NPSR antag: 10%
NC(=O)C1CCN(C(=S)NCc2ccc3c(c2)OCO3)CC1 – CBFb RUNX1 block: 7%
O=C(/C=C(/c1ccc(Cl)cc1)n1cncn1)c1ccccc1 – HttQ103 aggreg: 8%

Three structures already listed, sorted by SMILES length, descending.
SMILES | Luc counter | L3MBTL1 block | CBFb RUNX1 block | Epigenetic derep | HttQ103 aggreg | NPSR antag | IMPase Li cell
CC1CCN(S(=O)(=O)N2CCC(C(=O)N3CCC(N(C)CC4CCCO4)CC3)CC2)CC1 (configuration not stated) | 0% | 2% | -1% | 0.8% | 8% | 0%[46.1 µM] | 17%[38.3 µM]
CCOc1ccc(/C=C(\C#N)C(=O)NCC2CCCO2)cc1OCC (configuration not stated) | 1% | 3% | 0% | 0.0% | 4% | 4% | -4%
O=C(/C=C(/c1ccc(Cl)cc1)n1cncn1)c1ccccc1 | 6% | -7% | -5% | -1.0% | 8% | 5% | -12%
